Assay outcomes: PubChem BioAssay, National Center for Advancing Translational Sciences (NCATS)
FBPA Giardia inh: Giardia lamblia aldolase inhibition; purified Giardia FBPA; A8B2U2; Potency, µM (titrated, usually from 59.6 µM), inactives show at the highest dose activity, negative = inhibition, usual class: inhibitors; 290,000 compounds, 0.71% hits; AID 2451; note: potency is the fitted concentration of half-maximal effect; nearly all actives have a fitted effect of over 55% in size
Target sequence (A8B2U2 whole entry, looked up): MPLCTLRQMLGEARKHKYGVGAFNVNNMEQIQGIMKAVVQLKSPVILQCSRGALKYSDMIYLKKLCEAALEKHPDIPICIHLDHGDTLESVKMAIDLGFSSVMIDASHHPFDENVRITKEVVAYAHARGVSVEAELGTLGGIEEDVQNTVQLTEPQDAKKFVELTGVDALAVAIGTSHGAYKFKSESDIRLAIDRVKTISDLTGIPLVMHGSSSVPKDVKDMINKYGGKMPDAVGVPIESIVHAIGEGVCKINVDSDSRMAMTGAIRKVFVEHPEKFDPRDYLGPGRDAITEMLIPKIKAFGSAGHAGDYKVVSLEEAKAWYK
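Giardia FBPA (40 nM reagent) was preincubated 10 min at RT with compound (up to 57.5 uM final), then substrate plus GAPDH/TPI/NAD/arsenate coupling system with diaphorase/resazurin was added; resorufin fluorescence (525/598 nm) was read after 20 min.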
AmpC detergent: inhibitors of E. coli AmpC beta-lactamase with detergent | 370,000 compounds, 0.041% hits | AmpC hydrolysis of nitrocefin, absorbance 480 nm, 0.01% Triton | Potency, µM (titrated, usually from 114 µM), for inactives: at the top dose activity change, negative = inhibition, hits mostly inhibitors;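 note: potency is the fitted concentration of half-maximal effect; 0% = no-compound wells and -100% = no-enzyme wells; nearly all actives have a fitted effect of over 25% in size; some results filed as inactive show a strong effect at the top dose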
Target sequence (P00811 whole entry, looked up): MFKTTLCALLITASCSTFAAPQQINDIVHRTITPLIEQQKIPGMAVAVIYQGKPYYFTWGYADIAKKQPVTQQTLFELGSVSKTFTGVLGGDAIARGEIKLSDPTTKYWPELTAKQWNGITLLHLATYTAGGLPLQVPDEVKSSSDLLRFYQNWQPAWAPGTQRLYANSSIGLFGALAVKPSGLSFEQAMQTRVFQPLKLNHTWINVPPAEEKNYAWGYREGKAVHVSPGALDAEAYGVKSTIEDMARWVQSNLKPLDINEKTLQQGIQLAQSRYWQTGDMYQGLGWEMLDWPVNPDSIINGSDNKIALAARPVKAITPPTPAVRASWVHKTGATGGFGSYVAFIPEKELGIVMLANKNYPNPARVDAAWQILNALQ
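AmpC (5.3 nM in the dispensed reagent) in 20 mM phosphate pH 7.0 with 0.01% (detergent screen) or 0.0001% Triton X-100 was preincubated with compounds for 15 min at room temperature. Nitrocefin was then added from an 800 uM solution, and hydrolysis was followed at 480 nm.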
AmpC no deterg: inhibitors of E. coli AmpC beta-lactamase without detergent; AmpC nitrocefin hydrolysis, absorbance 480 nm, 0.0001% Triton; AID 485341; 330,000 compounds, 0.52% hits; Potency, µM (top dose mostly 57.1 µM), inactives show at the highest dose activity change, negative = inhibition, actives largely listed as inhibitors;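 note: potency is the fitted concentration of half-maximal effect; plate controls were no compound for no effect and no enzyme for full effect; nearly all actives have a fitted effect of over 20% in size; some results filed as inactive show a strong effect at the top dose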
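20 mM phosphate pH 7.0 + 0.01% (detergent screen) or 0.0001% Triton X-100; 5.3 nM AmpC reagent; cpd preinc 15 min RT; nitrocefin (800 uM stock) to start; A480 q20 s × 4 min; Activity was normalised to no-enzyme and no-compound control wells.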
HCMV inh: inhibitors of human cytomegalovirus; AID 1259415; activity change, negative = inhibition, % at 57.5 µM; 410,000 compounds, 4.5% hits; HFF cells, HCMV-luciferase reporter, 72 h; stronger effect = lower value; in the data active = activity change below about -60%; inconclusive = no clear call, values can overlap the other calls; inactive = above about -39%
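Cell-based, HFFs, 1000 cells/well, 16 h 37C; cpds in DMSO + HCMV-luc, MOI 1 PFU/cell; 72 h 37C; OneGlo luminescence after 5 min RT; norm. to buffer vs Salinomycin 10uM.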
HCV inhibitor: blocks hepatitis C virus; Huh7.5.1 HCVcc-Cre infection, luciferase reporter, 44 h; Potency, µM (top dose mostly 41.8 µM), for inactives: top-dose activity change, negative = inhibition, usual class: inhibitors; 340,000 compounds, 3.4% hits; note: potency is the fitted concentration of half-maximal effect
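Luciferase read-out (15 sec integration) after a 15 min room-temperature substrate step quantifies HCVcc-Cre infection. Cells, 1,000 per well, had compound added 4 h post-plating, then virus at ~0.5 moi, and were cultured 44 h.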
Sm TGR block: S. mansoni TGR enzyme inhibition. Potency, µM (titrated, usually from 114 µM), inactives show at the top dose activity change, negative = inhibition, hits mostly inhibitors. AID 485364. purified TGR, DTNB reduction, TNB absorbance 405 nm. 360,000 compounds, 3% hits; note: potency is the fitted concentration of half-maximal effect; nearly all actives have a fitted effect of over 60% in size
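Kinetic colorimetric format: TGR-catalysed, NADPH-driven DTNB reduction monitored via TNB absorbance. Enzyme dispensed at 20 nM; compound exposure 15 min at room temperature before reaction start.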
Active calls of the source: *; u = inconclusive; x = no result given; + = active, no number; & = joins results of further samples; ! = not confirmed by another sample; [ ] = another dose, or the depositor's remark. Unless noted, calls come from the whole dose curve; as a rule, active = well fitted curve in the direction sought with a large enough effect; inconclusive = small, poorly fitted or top-dose-only effect, or another doubt; inactive = no such curve, though single readings can be large; an effect the other way counts as inactive or inconclusive. Unless noted, % is set by controls: 0 for no effect and ±100 for the full control effect. Rows were taken by chance. About 9.9% of those tested had a hit in this group.

Below each compound: FBPA Giardia inh	AmpC detergent	AmpC no deterg	HCMV inh	HCV inhibitor	Sm TGR block
1	COc1ccc(C(=O)C2CCCN(Cc3ccc4nonc4c3)C2)c(OC)c1 (stereo unspecified)
→ -17%	-5%	31%	-30	u	1%
2	Cc1ccccc1-c1nn2c(=O)cc(CN3CCN(C(=O)c4ccccc4Br)CC3)nc2s1
→ x	15%	x	1	x	1%
3	COc1cc(Cl)c(C)cc1NC(=O)COc1ccc(C)nc1[N+](=O)[O-]
→ x	0%	-17%	-30	-26%	-7%
4	Cc1ccc(NC(=O)CSc2ccc3c(c2)OCCO3)nc1
→ x	-3%	-25%	14	12%	-15%
5	Cc1ccc(OCC(=O)N(Cc2ccco2)c2c(N)n(Cc3ccccc3)c(=O)[nH]c2=O)cc1C
→ x	-9%	-25%	14	u	0%
6	CCCC(=O)OCc1cnc(C)c2oc(=O)c(C(=O)Nc3cccc(C(F)(F)F)c3)cc12
→ x	-1%	x	21	x	-1%
7	COc1ccc(Cc2nnc(NS(=O)(=O)c3ccc([N+](=O)[O-])cc3)s2)cc1
→ x	-5%	u	-32	-1%	-10%
8	COc1cc(NC(=O)CSc2nnc(-c3ccncc3)o2)cc(OC)c1OC
→ x	4%	-6%	30	-5%	3%
9	Clc1ccc(-c2ccc(CNCC3CCCO3)o2)cc1 (stereo unspecified)
→ -9%	1%	2%	61	-24%	-27%
10	CCCSc1nnc(NC(=O)CSc2sc3c(O)cc(=O)[nH]c3c2C#N)s1
→ u	1%	-41%	u	7%	40µM*
11	Cc1cc(C)cc(NC(=O)C2CCCN(c3nnc(C)c4c(C)n(-c5ccccc5)nc34)C2)c1 (stereo unspecified)
→ x	16%	x	-24	x	0%
12	CCc1ccc(Nc2nnc(SCC(=O)c3ccc4c(c3)NC(=O)CO4)s2)cc1
→ -7%	6%	-32%	x	x	x
13	O=C(NCSc1ccncn1)c1ccccc1
→ 16µM*	-9%	-6%	15	23%	28µM*
14	COc1cc(Cl)c(C)cc1NC(=O)CN(C)C1CCS(=O)(=O)C1 (stereo unspecified)
→ x	x	41%	28	u	x
15	COc1ccccc1/C=C/C(=O)Nc1ccc(S(=O)(=O)Nc2cc(C)nc(C)n2)cc1
→ -8%	4%	-25%	-3	21%	-18%
16	Cc1ccccc1C(=O)N1CCN(c2ncccn2)CC1
→ 2%	u	0%	-30	u	-6%
17	Cc1ccc(-c2nc3c4cnn(-c5cc(Cl)ccc5Cl)c4ncn3n2)cc1
→ x	2%	x	-23	x	2%
18	COc1cccc(OC)c1C(=O)Nc1ccc2c(c1)N(S(=O)(=O)c1cccs1)CCC2
→ -27%	-9%	-54%	-36	-21%	-1%
19	O=C(CSc1c2c(nc3ccccc13)CCC2)Nc1ccc(F)cc1F
→ x	1%	x	-19	x	1%
20	O=C(O)/C=C/C(=O)N1CCN(c2cccc(Cl)c2)CC1
→ 1%	4%	-10%	-4	33%[activator]	x
21	O=C(NC1CCCCC1)C(c1ccccn1)N(C(=O)c1csnn1)c1ccccc1F (stereo unspecified)
→ -10%	0%	-2%	-16	16%	-12%
22	Cc1nc(-c2cc(-c3nc(-c4ccc(C(F)(F)F)cc4)no3)no2)cs1
→ 6%	8%	-26%	29	20%	6%
23	Brc1cc(Br)cc(CN2CCSCC2)c1
→ 5%	-1%	-21%	-6	3%	5%
24	CC(C)(C)C(=O)Nc1nnc(-c2ccccc2)c(-c2ccccc2)n1
→ 1%	-3%	-12%	-17	-8%	1%
25	CCn1cc(C(=O)N2CCc3ccccc32)c(=O)c2cc(S(=O)(=O)N(C)C3CCCCC3)ccc21
→ 4%	u	48%	4	u	4%
26	CC(=O)c1c(C)[nH]c(C(=O)OCC(=O)NCCCc2ccccc2)c1C
→ x	1%	-25%	-13	u	-6%
27	CCn1c(=O)cc(NC2=NCC(C)CN2c2cccc(Cl)c2)n(C)c1=O (stereo unspecified)
→ 12%	-1%	-8%	-26	4%	-1%
28	O=C1NC(=O)C(c2ccccc2[N+](=O)[O-])=C1Nc1ccc(O)c(Cl)c1
→ 25µM*!	-8%	-42%	u	-17%	7.1µM*
29	CCCOc1cccc(C(=O)NC(=S)Nc2cccc(NC(=O)c3ccccc3Cl)c2)c1
→ -1%	u	-42%	u	-12%	3%
30	N#Cc1c(N2CCCCC2)nc(N)c2c(N)nc3c(c12)CC(CCl)O3 (stereo unspecified)
→ -15%	-3%	-40%	50	-19%	-7%
31	CCCCOC(=O)Cn1nnc2sc(-c3ccccc3)cc2c1=O
→ x	14%	x	11	x	-4%
32	O=C(COC(=O)COc1ccccc1)Nc1ccc(Br)cc1Br
→ x	x	-12%	1	2%	x
33	OC(COCc1cccs1)CN1CCN(c2ccccn2)CC1 (stereo unspecified)
→ 3%	-14%	-13%	40	12%	0%
34	O=C(NCc1ccc2c(c1)OCO2)C1CC(=O)N(C2CCCC2)C1 (stereo unspecified)
→ 4%	1%	-11%	-12	11%	-26%
35	CSc1ccccc1NC(=O)CN(C)S(=O)(=O)c1ccc(F)cc1
→ -1%	-10%	-14%	-8	-2%	6%
36	NS(=O)(=O)c1ccc(S(=O)(=O)N2CCN(C3CCCC3)CC2)cc1
→ -6%	-7%	-2%	16	12%	-7%
37	COc1ccc(Sc2cnn(-c3ccccc3)c(=O)c2Cl)cc1
→ 1%	5%	-25%	u	-12%	4%
38	Cn1c(SCCOc2ccc(Cl)cc2)nnc1-c1ccncc1
→ 14%	2%	32%	-36	u	-34%
39	CCc1ccccc1NC(=O)CNC(=O)c1cc(C2CC2)nn1-c1ccccc1
→ x	-4%	-11%	5	-5%	-4%
40	CSc1ccc(CN2CCN(C(=O)c3ccc([N+](=O)[O-])cc3)CC2)cc1
→ u	-4%	133%[activator]	-75*	u	x
41	CCOC(=O)CNC(=O)c1ccccc1Br
→ 7%	-3%	-24%	8	-4%	-4%
42	C=CCNS(=O)(=O)c1ccc(C(=O)OCc2cc(=O)oc3cc(OC)ccc23)cc1
→ 6%	u	-43%	-20	u	-19%
43	CCCC(=O)NC(=S)Nc1cccc(-c2nc3ncccc3o2)c1
→ 5%	-4%	-22%	u	-18%	-1%
44	NC(=O)c1cc2ccccc2o/c1=N\NC(=O)c1ccc(F)cc1
→ -4%	6%	-24%	-35	-4%	-1%
45	COc1ccc(OC)c(NC(=O)c2cccc(N3C(=O)C4C5CCC(C5)C4C3=O)c2)c1 (stereo unspecified)
→ 2%	-10%	-7%	0	x	7%
46	O=C(NCCN1CCOCC1)c1ccc(NC(=O)C2COc3ccccc3O2)cc1 (stereo unspecified)
→ -1%	7%	-10%	-5	-1%	2%
47	O=C(Nc1ccc(OC(=O)N2CCCCC2)cc1)N1CCOCC1
→ 2%	1%	-9%	+	-13%	-4%
48	CCOc1ccccc1NC(=O)CSc1ncc(S(=O)(=O)c2ccc(C)c(C)c2)c(N)n1
→ x	14%	x	-38	x	1%
49	CC(Cc1cccs1)NC(=O)Nc1ccc(Cl)cc1 (stereo unspecified)
→ -6%	-7%	-23%	8	-7%	-13%
50	CC(C)(C)C(=O)Nc1nc2c(c(=O)[nH]1)CCCC2
→ 0%	u	-8%	-36	-9%	-2%
51	Cc1ccc(C(c2nnnn2C2CCCCC2)N2CCc3ccccc32)cc1 (stereo unspecified)
→ -3%	u	-59%	-21	u	-1%
52	O=C(COC(=O)CCC1CCCC1)Nc1ccccc1Br
→ x	4%	0%	-7	14%	11%
53	C#CCOCCOCCOCCNc1nc(N2CCN(C(=O)[C@H]([C@@H](C)CC)n3cc(CCCN=C(N)N)nn3)CC2)nc(N2CCN(C(=O)[C@H]([C@@H](C)CC)n3cc(CCCN=C(N)N)nn3)CC2)n1
→ 25%	u	255%[activator]	x	10%[8.37 µM]	-24%
54	NC(N)=NCC(O)CN(c1ccccc1)c1ccccc1 (stereo unspecified)
→ 1%	7%	-9%	-38	6%	9%
55	CCc1nn(CCCC(=O)NCc2ccc(OC(C)C)cc2)c(=O)c2cc3occc3n12
→ 16%	-8%&24%	89%[activator]	u	8.9µM*	-2%&6%
56	OC(CNCc1ccccn1)c1ccccc1 (stereo unspecified)
→ 23%	-10%	-12%	-2	14%	-4%
57	CCc1nnc(NCn2nc(C)cc2C)s1
→ u	7%	x	15	14%	u
58	Cc1ccc(C)c(N2CCN(S(=O)(=O)c3c(C(=O)N4CCC(C)CC4)c(C)n(C)c3C)CC2)c1
→ x	0%	x	-25	x	3%
59	CC(C)=Cc1c(O)nc2ccccn2c1=O
→ -8%	6%	-6%	-31	8%	8%
60	NC(=O)CNC(=O)[C@@H]1CC2(CC(c3ccccc3)=NO2)CN1C(=O)c1ccc(Br)cc1 (stereo partly specified)
→ 5%	4%	111%[activator]	1	16%	-2%

(next part)
Below each compound: FBPA Giardia inh	AmpC detergent	AmpC no deterg	HCMV inh	HCV inhibitor	Sm TGR block
61	CC(C)CN(C(=O)c1ccc2c(c1)OCO2)C1CCS(=O)(=O)C1 (stereo unspecified)
→ x	3%	-11%	-39	5%	-3%
62	CCC(C)NC(=O)c1ccccc1NC(=O)CN(c1cc(C)ccc1OC)S(C)(=O)=O (stereo unspecified)
→ -1%	-6%	36%	-18	-8%	12%
63	OC(CNCC1COc2ccccc2O1)COc1ccccc1F (stereo unspecified)
→ 0%	-7%	-2%	2	3%	-9%
64	O=C(NCc1ccccn1)C1COc2ccccc2O1 (stereo unspecified)
→ 0%	-5%	0%	3	4%	3%
65	O=C(Nc1ccc2nc(SCC(=O)N3CCCc4ccccc43)sc2c1)c1cccc(F)c1
→ x	25%	x	38	x	1%
66	CCOc1ccccc1C(=O)N1CC(=O)Nc2ccc(C)cc2C1c1ccccc1 (stereo unspecified)
→ x	7%	x	22	x	-1%
67	Cc1ccc(N(C(=O)c2ccccn2)C2(C(=O)NC3CCCC3)CCCCC2)cc1
→ 1%	-9%	83%[activator]	-5	-5%	5%
68	COc1cccc(CN(C)CC(=O)NCc2ccccc2Cl)c1OC
→ 12%	-6%	27%	-38	-22%	6%
69	Cc1ccc(C2=Nc3ccccc3N=C(C(Cl)Cl)C2)cc1
→ u	u	-41%	38	u	35µM*
70	O=C(Nc1ncccc1O)c1ccc(OCC2CCCO2)cc1 (stereo unspecified)
→ x	3%	-6%	4	12%	-23%
71	COc1ccc(-c2nnc(SCC(=O)NCC3CCCO3)o2)cc1 (stereo unspecified)
→ 3%	-8%	-3%	43	3%	0%
